Source: PubChem (several laboratories)
SIAE primary – inhibitors of human sialic acid acetylesterase SIAE | Q9HAT2 | SIAE FP-Rh probe binding, fluorescence polarization | inhibition, % at 9.66 µM | 0.69% of 370,000 active | AID 1053197;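 active means inhibition above a cutoff: mean of compounds within the control limits plus 3 SD of those, cut at about 17% in these data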;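 further: 0% = plate median of compound wells and 100% = probe without SIAE protein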
NR1D1 modulator – modulates human Rev-erb alpha binding to DNA. Rev-erbα–FITC-DNA binding, fluorescence polarization, 90 min. activity, % at 10 µM. 0.79% of 370,000 active. AID 1259318;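 active means activity above about 14%, limit read from the data; passing the limit was not always enough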;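 further: 0% = DMSO wells with 35 nM protein and 100% = DMSO wells with 750 nM protein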
PG9 binder – binds the HIV-1 gp120 antibody PG9; TR-FRET gp120-PG9 antibody binding; 0.43% of 360,000 active; inhibition, % at 6.7 µM; AID 624416; in the data active means inhibition above about 8.5%
TCR CD3 inh – human TCR-CD3 binding inhibition; TAMRA-labeled TCR probe fluorescence, biochemical; inhibition, % at 9.4 µM; 0.37% of 360,000 active; in the data active means inhibition above about 19%;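 further: recombinant mutant TCR 2C K166C tagged with TAMRA read by polarization; 0% = receptor in buffer alone and 100% = receptor with positive control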
HTRA1 inhibitor – blocks human HTRA1 serine peptidase | Q92743 | inhibition, % at 5.96 µM | 0.5% of 340,000 active | recombinant HTRA1, FP-rhodamine activity-based probe, fluorescence polarization; in the data active means inhibition above about 36%;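 further: 0% = enzyme with DMSO and 100% = wells lacking enzyme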
Target sequence (Q92743 whole entry, looked up): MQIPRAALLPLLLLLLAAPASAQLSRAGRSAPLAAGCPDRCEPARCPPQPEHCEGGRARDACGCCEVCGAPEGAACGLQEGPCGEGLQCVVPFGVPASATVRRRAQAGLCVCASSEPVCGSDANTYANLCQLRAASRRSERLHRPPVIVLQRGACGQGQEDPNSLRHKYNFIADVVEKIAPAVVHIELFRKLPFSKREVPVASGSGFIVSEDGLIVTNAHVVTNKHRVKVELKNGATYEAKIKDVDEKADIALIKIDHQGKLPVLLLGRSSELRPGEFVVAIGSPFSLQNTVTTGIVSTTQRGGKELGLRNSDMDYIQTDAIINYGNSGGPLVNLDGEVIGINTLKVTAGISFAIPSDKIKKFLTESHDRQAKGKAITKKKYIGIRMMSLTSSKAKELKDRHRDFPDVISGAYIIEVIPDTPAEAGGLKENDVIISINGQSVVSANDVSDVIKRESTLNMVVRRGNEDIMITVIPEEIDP
ABHD4 inh – inhibits mouse alpha/beta hydrolase domain 4 | 0.54% of 370,000 active | AID 720543 | purified mABHD4, FP-Rh probe fluorescence polarization | inhibition, % at 8.92 µM;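 active means inhibition exceeding the mean over every tested compound plus 3 SD, cut at about 30% in these data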;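 further: 0% = plate median of compound wells and 100% = S159A mutant with DMSO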
Target sequence (Q8VD66 whole entry, looked up, the tested form may be a part): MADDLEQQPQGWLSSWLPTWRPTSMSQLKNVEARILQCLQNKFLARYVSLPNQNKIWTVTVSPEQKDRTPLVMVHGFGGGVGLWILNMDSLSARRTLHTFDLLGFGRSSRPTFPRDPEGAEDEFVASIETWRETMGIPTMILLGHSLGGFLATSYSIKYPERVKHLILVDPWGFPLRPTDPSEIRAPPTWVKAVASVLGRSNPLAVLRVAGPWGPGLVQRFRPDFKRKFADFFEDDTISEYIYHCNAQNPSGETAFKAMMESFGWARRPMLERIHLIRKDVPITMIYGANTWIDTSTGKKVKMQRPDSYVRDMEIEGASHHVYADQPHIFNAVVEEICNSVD
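system = mouse ABHD4 enzyme, wild type | medium = HEPES pH 7.0, NaCl, Pluronic buffer | also added = FP-Rh probe | incubation = Enzyme–compound pre-incubation 45 min, then probe 60 min, both 25 °C | technique = fluorescence polarization, excitation 525 nm, emission 598 nm, BODIPY TMR filters | controls = S159A mutant high control, sample median low control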
rCAG RNA binder – r(CAG) repeat RNA binding | TO-PRO-1 dye displacement fluorescence | inhibition, % at 3 µM | 1.3% of 370,000 active | AID 651821;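 active means inhibition above the plate cutoff, the mean of all test compounds on that plate plus 3 SD, cut at about 35% in these data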;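 further: 0% = DMSO alone and 100% = 100 µM mitoxantrone as full dye displacement; higher means more dye released from RNA so lower well fluorescence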
TDP2 inh – TDP2 (human) inhibition, absorbance primary screen | 0.34% of 370,000 active | recombinant TDP2, T5PNP hydrolysis, p-nitrophenol absorbance 415 nm | inhibition, % at 12.8 µM | AID 720702 | O95551;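 active means inhibition above the mean of all tested compounds plus 3 SD, set per campaign, cut at about 25% in these data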;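 further: 0% = DMSO with enzyme and 100% = buffer with substrate but no TDP2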
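Test system: human TDP2 enzyme; Input: 120 nM TDP2 per well; Buffer or medium: Mg2+-containing Tris-HCl buffer, pH 7.5; Reagent: 5 mM T5PNP; Dosing: 12.8 µM single point, 1% DMSO; Incubation: reaction 2 h, 37 °C; Detection: p-Nitrophenol epi absorbance; Read-out: % inhibition relative to enzyme-containing and enzyme-free wells; Replicates: single well per compound.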
LEDGF integ inh – blocks HIV-1 LEDGF/p75-dependent DNA integration; 0.64% of 370,000 active; TR-FRET IN-LEDGF/p75 DNA integration, Eu/Cy5; AID 743269; inhibition, % at 3.7 µM;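 active means inhibition above the screen-wide mean plus 3 SD, cut at about 13% in these data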;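 further: signal is the Cy5 over europium emission ratio at 671 and 618 nm; 0% = plate median of compound wells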
PRMT1 FP inh – PRMT1 (human) inhibition, primary screen; Q99873; recombinant PRMT1, activity-based probe fluorescence polarization; inhibition, % at 2.79 µM; 1.3% of 370,000 active; AID 652257;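 active means inhibition above about 21% made by adding two undisclosed values, limit read from the data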
Active calls of the source: *. This is a subset, so the mix of outcomes need not match the whole.

Results for O=C(Nc1ccccc1)c1nc[nH]c1C(=O)N1CCN(c2ccccc2)CC1 ?
SIAE primary: 0; NR1D1 modulator: 1; PG9 binder: -0.3; TCR CD3 inh: -4; HTRA1 inhibitor: -7; ABHD4 inh: -2; rCAG RNA binder: 2; TDP2 inh: 8; LEDGF integ inh: 1; PRMT1 FP inh: 5

What do the screens show for `Cn1cc(-c2cc(C(=O)O)on2)cn1`?
SIAE primary: -2; NR1D1 modulator: 4; PG9 binder: -0.2; TCR CD3 inh: -2; HTRA1 inhibitor: 9; ABHD4 inh: -1; rCAG RNA binder: 0; TDP2 inh: -14; LEDGF integ inh: 7; PRMT1 FP inh: -6

Results for COCCn1c(C)cc(C(=O)CSc2ccc3ccccc3n2)c1C ?
SIAE primary: 14; NR1D1 modulator: 8; PG9 binder: -0.5; TCR CD3 inh: -4; HTRA1 inhibitor: -16; ABHD4 inh: 10; rCAG RNA binder: 4; TDP2 inh: -9; LEDGF integ inh: -4; PRMT1 FP inh: 35*

How did O=c1oc2ccccc2c(N2CCOCC2)c1[N+](=O)[O-] do in these assays?
SIAE primary: 1; NR1D1 modulator: -4; PG9 binder: -0.8; TCR CD3 inh: 0; HTRA1 inhibitor: 4; ABHD4 inh: -1; rCAG RNA binder: -2; TDP2 inh: 0; LEDGF integ inh: -2; PRMT1 FP inh: 4

Results for Cc1cc(C)cc(N(C(C)C(=O)N2CCOCC2)S(C)(=O)=O)c1 (stereo not given) ?
SIAE primary: 3; NR1D1 modulator: 6; PG9 binder: -1.8; TCR CD3 inh: 1; ABHD4 inh: 1; rCAG RNA binder: -2; TDP2 inh: 0; LEDGF integ inh: 1; PRMT1 FP inh: 1

How did O=C(CSc1cccc[n+]1[O-])Nc1ccccc1Oc1ccccc1 do in these assays?
SIAE primary: 3; NR1D1 modulator: 1; PG9 binder: -1.8; TCR CD3 inh: -7; HTRA1 inhibitor: 1; ABHD4 inh: 4; rCAG RNA binder: -4; TDP2 inh: -2; LEDGF integ inh: -5; PRMT1 FP inh: 7

What do the screens show for `CCN(CC)S(=O)(=O)c1ccc(C(=O)NC(=S)N(CCO)Cc2ccccc2)cc1`?
SIAE primary: -8; NR1D1 modulator: 3; PG9 binder: 1.2; TCR CD3 inh: -1; HTRA1 inhibitor: 3; ABHD4 inh: -8; rCAG RNA binder: 14; TDP2 inh: 0; LEDGF integ inh: 3; PRMT1 FP inh: 10

How did CCC(C(=O)Nc1cnccn1)c1ccccc1 (stereo not given) do in these assays?
SIAE primary: 13; NR1D1 modulator: -2; PG9 binder: -1.2; TCR CD3 inh: 5; HTRA1 inhibitor: -1; ABHD4 inh: 1; rCAG RNA binder: -2; TDP2 inh: -3; LEDGF integ inh: -3; PRMT1 FP inh: 1

What do the screens show for `Cc1ccc(SCCC(=O)OC(C(=O)NC(N)=O)C(C)C)cc1` (stereo not given)?
SIAE primary: 3; NR1D1 modulator: 0; PG9 binder: -1.2; TCR CD3 inh: -5; HTRA1 inhibitor: -4; ABHD4 inh: 0; rCAG RNA binder: -7; TDP2 inh: 3; LEDGF integ inh: -2; PRMT1 FP inh: 2

Results for CC(=O)Nc1ccc(NC(=O)Nc2cccc(Cl)c2)cc1 ?
SIAE primary: 0; NR1D1 modulator: 3; PG9 binder: 0.8; TCR CD3 inh: -7; HTRA1 inhibitor: 2; ABHD4 inh: -3; rCAG RNA binder: 2; TDP2 inh: -15; LEDGF integ inh: -2; PRMT1 FP inh: 3

How did CN(c1ccccc1)S(=O)(=O)c1cc(C(=O)c2nccn2C)ccc1Cl do in these assays?
SIAE primary: 3; NR1D1 modulator: -3; PG9 binder: 3.0; TCR CD3 inh: 9; HTRA1 inhibitor: -13; ABHD4 inh: -4; rCAG RNA binder: -3; TDP2 inh: 7; LEDGF integ inh: 2; PRMT1 FP inh: 0

Results for COc1ccc(-c2ccc(C(C)=O)cc2)cc1[C@H]1[C@H]2C=CC[C@@H](C)[C@@H]2C(=O)N1Cc1ccccc1 ?
SIAE primary: -1; NR1D1 modulator: 0; PG9 binder: -2.6; TCR CD3 inh: -1; HTRA1 inhibitor: -19; ABHD4 inh: -22; rCAG RNA binder: 10; TDP2 inh: -12; LEDGF integ inh: 3; PRMT1 FP inh: -3

How did CC(=O)Nc1cccc(NC(=O)c2c(-c3ccccc3)noc2C)c1 do in these assays?
SIAE primary: 13; NR1D1 modulator: -4; PG9 binder: 0.4; TCR CD3 inh: -2; HTRA1 inhibitor: -6; ABHD4 inh: 7; rCAG RNA binder: 1; TDP2 inh: 5; LEDGF integ inh: 3; PRMT1 FP inh: -1

How did Cn1nc(C(=O)Nc2ccc(S(=O)(=O)N3CCOCC3)cc2)c2ccccc2c1=O do in these assays?
SIAE primary: -6; NR1D1 modulator: 14; PG9 binder: 2.3; TCR CD3 inh: -5; HTRA1 inhibitor: -4; ABHD4 inh: -8; rCAG RNA binder: 3; TDP2 inh: -8; LEDGF integ inh: 1; PRMT1 FP inh: 3

What do the screens show for `COc1ccc(Cc2nnc(NC(=O)C3CCN(C(=O)c4ccco4)CC3)s2)cc1`?
SIAE primary: 7; NR1D1 modulator: -5; PG9 binder: 1.6; TCR CD3 inh: 0; HTRA1 inhibitor: 3; ABHD4 inh: 4; rCAG RNA binder: 4; TDP2 inh: -3; LEDGF integ inh: 4; PRMT1 FP inh: 3

What do the screens show for `COc1ccc(-c2csc(Nc3cccc(C)n3)n2)cc1OC`?
SIAE primary: 2; NR1D1 modulator: 2; PG9 binder: -1.1; TCR CD3 inh: -2; HTRA1 inhibitor: 13; ABHD4 inh: 21; rCAG RNA binder: 2; TDP2 inh: 3; LEDGF integ inh: 0; PRMT1 FP inh: -1

What do the screens show for `Nc1c(-c2cccc(Cl)c2)cnn1-c1cccc(C(F)(F)F)c1`?
SIAE primary: -5; NR1D1 modulator: -1; PG9 binder: -1.2; TCR CD3 inh: 1; HTRA1 inhibitor: -16; ABHD4 inh: -12; rCAG RNA binder: -1; TDP2 inh: -14; LEDGF integ inh: 0; PRMT1 FP inh: 0

What do the screens show for `COc1ccc(N(C(=O)c2snc(C(N)=O)c2N)C(C(=O)NC2CCCC2)c2ccc(C)o2)c(OC)c1` (stereo not given)?
SIAE primary: 1; NR1D1 modulator: -1; PG9 binder: -1.3; TCR CD3 inh: 3; HTRA1 inhibitor: -5; ABHD4 inh: -5; rCAG RNA binder: 3; TDP2 inh: 8; LEDGF integ inh: -1; PRMT1 FP inh: -1

How did COc1ccccc1NC(=O)c1ccc(-n2ccnc2)c([N+](=O)[O-])c1 do in these assays?
SIAE primary: 24*; NR1D1 modulator: 1; PG9 binder: -1.7; TCR CD3 inh: -3; HTRA1 inhibitor: 4; ABHD4 inh: 5; rCAG RNA binder: 3; TDP2 inh: -13; LEDGF integ inh: -4; PRMT1 FP inh: 2

Results for O=C(Nc1ccccc1-c1ccccc1)c1cc(C(F)(F)F)cc(C(F)(F)F)c1 ?
SIAE primary: -2; NR1D1 modulator: -2; PG9 binder: -1.3; TCR CD3 inh: 2; HTRA1 inhibitor: -4; ABHD4 inh: -2; rCAG RNA binder: -1; TDP2 inh: -5; LEDGF integ inh: 3; PRMT1 FP inh: -1

Results for CCOc1ccc(C(C)=O)cc1CSC(=N)N ?
SIAE primary: -13; NR1D1 modulator: 4; PG9 binder: -2.0; TCR CD3 inh: -8; HTRA1 inhibitor: -2; ABHD4 inh: -7; rCAG RNA binder: 1; TDP2 inh: -2; LEDGF integ inh: -3; PRMT1 FP inh: 8

How did COc1ccc(S(=O)(=O)N2CCOCC2)cc1NC(=O)CN1CCCC1 do in these assays?
SIAE primary: -5; NR1D1 modulator: 6; PG9 binder: -0.2; TCR CD3 inh: 2; HTRA1 inhibitor: 3; ABHD4 inh: -3; rCAG RNA binder: -2; TDP2 inh: -10; LEDGF integ inh: -1; PRMT1 FP inh: 1

How did CN(C)c1ccc(C(C(=O)NCc2ccccc2)N(Cc2cccnc2)C(=O)c2snc(C(N)=O)c2N)cc1 (stereo not given) do in these assays?
SIAE primary: 1; NR1D1 modulator: 0; PG9 binder: -2.5; TCR CD3 inh: 9; HTRA1 inhibitor: 0; ABHD4 inh: 3; rCAG RNA binder: -1; TDP2 inh: -9; LEDGF integ inh: -5; PRMT1 FP inh: 2

How did COCCNC(=S)N1CCC2CC1c1cc(-c3ccc4c(c3)OCO4)ccc12 (stereo not given) do in these assays?
SIAE primary: -22; NR1D1 modulator: 7; PG9 binder: 0.5; TCR CD3 inh: 6; ABHD4 inh: -15; rCAG RNA binder: 6; TDP2 inh: 1; LEDGF integ inh: 1; PRMT1 FP inh: -3

What do the screens show for `CCC(C)Sc1nc2c(c(=O)[nH]1)C(c1cccs1)C1=C(CCCC1=O)N2` (stereo not given)?
SIAE primary: -1; NR1D1 modulator: 1; PG9 binder: 1.5; TCR CD3 inh: -4; HTRA1 inhibitor: -3; ABHD4 inh: 2; rCAG RNA binder: 16; TDP2 inh: 6; LEDGF integ inh: 2; PRMT1 FP inh: 6

Results for CC1(C)Cc2c(sc(NC(=O)c3ccco3)c2C(=O)O)CO1 ?
SIAE primary: -4; NR1D1 modulator: 2; PG9 binder: -1.7; TCR CD3 inh: -2; HTRA1 inhibitor: 0; ABHD4 inh: 8; rCAG RNA binder: 0; TDP2 inh: 6; LEDGF integ inh: -4; PRMT1 FP inh: 3

How did CCn1cc(C(=O)NCCCN2CCCC(C)C2)c(=O)c2cc(S(=O)(=O)N(C)C3CCCCC3)ccc21 (stereo not given) do in these assays?
SIAE primary: 3; NR1D1 modulator: 0; PG9 binder: -1.2; TCR CD3 inh: -5; HTRA1 inhibitor: 2; ABHD4 inh: 7; rCAG RNA binder: -6; TDP2 inh: -11; LEDGF integ inh: -7; PRMT1 FP inh: 1

Results for COCCCN1C(=O)[C@H](CC(=O)NCCC(C)C)[C@]2(C(=O)OC)CCCCC=C12 ?
SIAE primary: 5; NR1D1 modulator: -1; ABHD4 inh: 3; rCAG RNA binder: 0; TDP2 inh: 4; LEDGF integ inh: -1; PRMT1 FP inh: 2

How did O=C(CNC(=O)c1ccccc1)Sc1ccccc1 do in these assays?
SIAE primary: 1; NR1D1 modulator: 6; PG9 binder: 0.0; TCR CD3 inh: -1; HTRA1 inhibitor: 5; ABHD4 inh: 6; rCAG RNA binder: 0; TDP2 inh: -7; LEDGF integ inh: -4; PRMT1 FP inh: 49*

What do the screens show for `Cc1cc(C)cc(NC(=O)CSc2nnc(CNC(=O)c3ccco3)n2C)c1`?
SIAE primary: 5; NR1D1 modulator: 5; PG9 binder: 1.1; TCR CD3 inh: -1; HTRA1 inhibitor: 12; ABHD4 inh: 5; rCAG RNA binder: 1; TDP2 inh: 6; LEDGF integ inh: -4; PRMT1 FP inh: 1
